# DRD3 antagonist = qHTS of D3 Dopamine Receptor Antagonist: qHTS; max response, negative = inhibition, %; D3R cells, DiscoveRx beta-arrestin luminescence, antagonist mode; active compounds read low; 360,000 tested, 2.5% active; in the data active = max response below about -50%; inconclusive = no clear call, values can overlap the other calls; also: % is scaled to controls: 0 for no effect and ±100 for the full control effect; mostly tested at two doses, the higher about 12 µM
# Target sequence (P35462 whole entry, looked up): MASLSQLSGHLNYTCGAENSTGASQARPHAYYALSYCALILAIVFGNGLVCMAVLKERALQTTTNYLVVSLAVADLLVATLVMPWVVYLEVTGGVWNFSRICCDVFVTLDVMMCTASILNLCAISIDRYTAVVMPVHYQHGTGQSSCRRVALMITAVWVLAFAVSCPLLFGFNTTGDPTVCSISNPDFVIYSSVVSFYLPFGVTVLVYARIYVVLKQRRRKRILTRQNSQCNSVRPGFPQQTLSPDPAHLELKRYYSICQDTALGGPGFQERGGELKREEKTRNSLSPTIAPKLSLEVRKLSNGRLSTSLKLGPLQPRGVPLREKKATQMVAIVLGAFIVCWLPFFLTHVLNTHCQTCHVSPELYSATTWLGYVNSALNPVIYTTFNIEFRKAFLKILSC
#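 Cells plated overnight at 1500 cells/well, then exposed to library compounds with dopamine controls for 90 minutes at 37 degrees C. DiscoveRx reagent added for 30–60 minutes at room temperature; luminescence read, quantitative HTS format.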
# GLP1R ag = qHTS of GLP-1 Receptor Agonists. Glucagon-like peptide 1 receptor (Homo sapiens), P43220. HEK293 GLP-1R CRE-luciferase, luminescence, 4-6 h; cells express a hypersensitive GLP-1R form. Potency, µM (series often up to 45.6 µM), without a hit: at the highest dose activation, actives largely listed as activators. 380,000 tested, 0.007% active; also: potency is read from the fitted curve at half-maximal effect; % of control where 0% means no effect
# Target sequence (P43220 whole entry, looked up): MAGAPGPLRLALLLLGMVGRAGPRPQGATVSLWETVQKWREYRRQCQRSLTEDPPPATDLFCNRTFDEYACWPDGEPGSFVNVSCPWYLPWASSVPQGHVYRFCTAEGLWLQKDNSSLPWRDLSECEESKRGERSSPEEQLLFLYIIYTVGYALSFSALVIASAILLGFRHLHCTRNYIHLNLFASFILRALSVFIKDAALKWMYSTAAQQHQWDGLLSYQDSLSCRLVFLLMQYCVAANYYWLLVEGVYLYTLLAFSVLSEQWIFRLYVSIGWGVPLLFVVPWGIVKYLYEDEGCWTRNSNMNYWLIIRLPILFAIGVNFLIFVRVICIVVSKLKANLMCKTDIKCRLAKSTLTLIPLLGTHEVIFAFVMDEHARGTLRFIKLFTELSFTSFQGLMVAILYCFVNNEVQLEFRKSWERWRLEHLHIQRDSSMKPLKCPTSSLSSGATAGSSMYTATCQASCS
# WRN helicase inh = qHTS for Inhibitors of WRN Helicase. AID 651768, 2012. 360,000 tested, 0.46% active. Potency, µM (series often up to 114 µM), for the others: at the top dose activity change, negative = inhibition, most hits filed as inhibitors. WRN helicase unwinding, fluorescent forked duplex, kinetic; also: potency is read from the fitted curve at half-maximal effect; % is scaled to controls: 0 for no effect and ±100 for the full control effect; nearly all actives have a fitted effect of over 55% in size
#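 Enzyme (20 nM final) and test compound sit together 15 min at room temperature before substrate addition. Substrate is a single-forked duplex oligonucleotide (100 nM) labelled with fluorophore and quencher, with 2 mM ATP; helicase unwinding raises red fluorescence, read kinetically.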
# DRD3 agonist = qHTS of D3 Dopamine Receptor Agonist: qHTS; D3R DiscoveRx beta-arrestin cells, luminescence, 90 min; D(3) dopamine receptor (Homo sapiens), P35462; 410,000 tested, 0.58% active; max activation, %; in the data active = max activation above about 30%; also: 0% is about no effect; mostly tested at two doses, the higher about 12 µM
#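 Agonist-mode cell screen: cells plated at 1500/well and incubated overnight at 37 °C, then exposed to library compounds for 90 min at 37 °C. Detection reagent was added for 30–60 min at room temperature, and luminescence was read.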
# GLP1R inv ag = qHTS of GLP-1 Receptor Inverse Agonists (Inhibition Mode); AID 624417, 2012; 410,000 tested, 1.6% active; Glucagon-like peptide 1 receptor (Homo sapiens), P43220; HEK293 GLP-1R CRE-luciferase, luminescence, 24 h; GLP-1R form is constitutively active; Potency, µM (series often up to 38.3 µM), for the others: at the top dose activity change, negative = inhibition, hits mostly inhibitors; also: potency is read from the fitted curve at half-maximal effect; % is scaled to controls: 0 for no effect and ±100 for the full control effect; nearly all actives have a fitted effect of over 55% in size
#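 qHTS in 1536-well format: reporter HEK293 cells expressing constitutive GLP-1R activity in DMEM + 10% Nu serum, 24 hr with compounds at 37 deg C, luminescence read after 12 min with detection reagent.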
# PLK1 PBD inh = qHTS for Inhibitors of PLK1-PDB (polo-like kinase 1 - polo-box domain): Primary Screen; Serine/threonine-protein kinase PLK1 (Homo sapiens), P53350; Plk1 PBD binding of FITC phosphopeptide, fluorescence polarization; Potency, µM, for the others: max response, negative = inhibition, actives largely listed as inhibitors; 360,000 tested, 2.8% active; also: potency is read from the fitted curve at half-maximal effect; series mostly up to about 57 µM; % is scaled to controls: 0 for no effect and ±100 for the full control effect; nearly all actives have a fitted effect of over 65% in size
# IL-2 act = qHTS of IL-2 Activators; IL-2 activation reporter assay, cell-based qHTS; stimulated with anti-CD3/CD4/CD28 beads; in transgenic mouse T cells; activation, % (series mostly up to about 46 µM); AID 652025, 2013; 360,000 tested, 0.065% active; in the data active = activation above about 50%; inconclusive = mostly about 30% to 49%; also: 0% is about no effect
#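 Unstimulated transgenic mouse T cells preincubated 60 min with compound, then stimulated with anti-CD3/anti-CD4-coated beads plus anti-CD28 for 18 h at 37 degrees C. IL-2 response read as EGFP and DsRed fluorescence by plate cytometry.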
# GLP1R cytotox = qHTS of GLP-1 Receptor Inverse Agonists: Cytotox Screen; 410,000 tested, 0.13% active; AID 624418, 2012; HEK293 cAMP-luciferase reporter cells, luminescence, 24 h; Potency, µM (highest dose often 38.3 µM), for the others: at the highest dose activity change, negative = inhibition, usual class: inhibitors;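 also: loss of luciferase light is scored as toxicity; potency is read from the fitted curve at half-maximal effect; % is scaled to controls: 0 for no effect and ±100 for the full control effect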
#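 MLSMR compounds, 24 hr on cells at 37 deg C/5% CO2; luminescence after luciferase reagent (12 min RT). Inhibition counted as the undesired cytotoxic outcome.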
# PI5P4K alpha inh = qHTS for Inhibitors of phosphatidylinositol 5-phosphate 4-kinase (PI5P4K). PI5P4Kalpha enzyme, ADP-Glo luminescence, 60 min; active compounds read low. max response, %. 330,000 tested, 1.2% active; active = max response of -50% or lower; inconclusive = between -30% and -50%; inactive = -30% or higher; also: value at the top dose of about 77 µM; % is scaled to controls: 0 for no effect and ±100 for the full control effect
#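 Reactions run in 0.038 M HEPES pH 7.4, 0.28 mM EGTA, 0.1% CHAPS and 5% DMSO, with PI5P4Kalpha, substrate, compound and 5 microM ATP final, one hour at room temperature. Readout is ADP-Glo luminescence.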
# * hit, by the source's call; ? = inconclusive; nt = not tested or not shown; & = joins results of further samples; [ ] = another dose, or the depositor's remark. Unless noted, calls follow the shape of the dose curve; as a rule, active = well fitted curve in the direction sought with a large enough effect; inconclusive = small, poorly fitted or top-dose-only effect, or another doubt; inactive = no such curve, though single readings can be large; an effect the other way counts as inactive or inconclusive.
SMILES,DRD3 antagonist,GLP1R ag,WRN helicase inh,DRD3 agonist,GLP1R inv ag,PLK1 PBD inh,IL-2 act,GLP1R cytotox,PI5P4K alpha inh
Cc1cc(SCC(=O)c2ccccc2)nc(SCC(=O)c2ccccc2)n1,3,8%,0%,-3,?,-14%,-1.5,5%,nt
Cc1c(C(=O)NCCc2ccc(S(N)(=O)=O)cc2)cccc1[N+](=O)[O-],-3,-2%,7%,18,37%,6%,-2.6,-15%,-2
O=C(O)c1cc(C(=O)O)c(-c2ccccc2)c(C(=O)O)c1,24,4%,3%,3,-4%,0%,-0.1,-10%,1
Fc1ccc(CNC(=S)Nc2ccc(Cl)cc2)cc1,9,-15%,-7%,1,?,-5%,-0.4,?,16
COc1cc(C2C(C#N)=C(N)N(c3sc4c(c3C#N)CCCC4)C3=C2C(=O)CC(C)(C)C3)cc(OC)c1OC (stereo not drawn),9,-1%,0%,1,32%[activator],0%,-3.2,-11%,-2
CCC1CCCCN1C(=O)CSc1nc(N)c(NC(=O)c2ccco2)c(=O)[nH]1 (stereo not drawn),-1,-3%,-7%,-3,-24%,-4%,-2.1,0%,-11
Cc1ccc(C(=O)c2c3ccc([N+](=O)[O-])cc3[n+]([O-])n2CCCN)cc1,9,-5%,1%,-4,12%,-10%,-2.8,0%,-19
CCCCn1ccnc1C(=O)c1ccc(S(=O)(=O)N(CCOC)CCOC)cc1,-24,6%,2%,0,-18%,-4%,-0.1,-5%,0
O=C(c1cc([N+](=O)[O-])ccc1Cl)N1CCN(c2ccccn2)CC1,-2,8%,-32%[57.1 µM],4,6%,0%,-2.1,8%,4
CCCCNC(=O)c1cc2nc3c(c(C(F)(F)F)n2n1)CCc1ccccc1-3,0,-6%,0%,13,11%,-4%,-0.3,-10%,-6

# Laid out differently: entries from further up
# Each structure is followed by: DRD3 antagonist	GLP1R ag	WRN helicase inh	DRD3 agonist	GLP1R inv ag	PLK1 PBD inh	IL-2 act	GLP1R cytotox	PI5P4K alpha inh
- CCC1CCCCN1C(=O)CSc1nc(N)c(NC(=O)c2ccco2)c(=O)[nH]1 (stereo not drawn)
    -1	-3%	-7%	-3	-24%	-4%	-2.1	0%	-11
- Cc1ccc(C(=O)c2c3ccc([N+](=O)[O-])cc3[n+]([O-])n2CCCN)cc1
    9	-5%	1%	-4	12%	-10%	-2.8	0%	-19

# Going on with the list.
SMILES,DRD3 antagonist,GLP1R ag,WRN helicase inh,DRD3 agonist,GLP1R inv ag,PLK1 PBD inh,IL-2 act,GLP1R cytotox,PI5P4K alpha inh
Cc1cc(N=Cc2c(O)n(-c3ccc4c(c3)OCO4)c(=O)c3ccccc23)ccn1,21,-2%,?,1,-14%,18%&20%,4.0,374%[activator],nt
COc1cccc(CNC(=O)c2csc3c2CCCC3)c1,-4,2%,-5%,5,?,-14%,-2.0,3%,2
COc1cc(/C=N/n2cnnc2)ccc1OC(=O)c1ccco1,-15,-4%,-2%,-3,-8%,-8%,0.7,3%,-1
CCn1ncc(CN2CCN(Cc3cccc(OC)c3)C(CCO)C2)c1C (stereo not drawn),-11,5%,5%,-19,-12%,-5%,0.7,1%,0
COc1ccc(S(=O)(=O)c2nnn(-c3cccc(OC)c3)c2N)cc1,3,7%,-7%,3,2%,1%,1.2,-3%,-1
C=CCNC(=O)C(C#N)c1nc2ccccc2nc1N1CCCCCC1 (stereo not drawn),-14,0%,-25%,1,?,-16%,-0.2,416%[activator],0
NNc1nc(Nc2ccccc2)nc(Nc2ccccc2)n1,-52*,17%,-6%,-24,14%,6%,-0.1,-16%,-7
Cc1ccc(Oc2nc(-c3ccccn3)nc3ccccc23)cc1,-10,9%,1%,-8,5µM*,-12%,0.4,?,-6
CCC(CC)C(=O)Nc1cc(NC(=O)C(CC)CC)cc(C(=O)O)c1,6,-10%,0%[57.1 µM],-2,5%,-6%,1.5,-14%,4
OCC[C@@H]1C[C@@H](O)[C@H](O)[C@]2(Cc3ccccc3O2)O1,0,11%,-2%,-10,0%,-2%,-0.2,3%,-1
CC1(C)Cc2c(cnn2-c2cccc(F)c2)C(NC(=O)c2ccc[n+]([O-])c2)C1 (stereo not drawn),-3,-6%,-2%,2,9%,2%,2.9,-2%,-3
COc1ccc(N2C(=O)/C(=C/c3ccc([N+](=O)[O-])cc3)N=C2C)c(OC)c1,4,5%,10%,2,2%[7.66 µM],-3%,0.6,-1%[7.66 µM],3
O=C(Cn1c(=O)oc2ccccc21)NC(=O)NCc1ccco1,13,-6%,-6%,4,9%,-30%,2.6,-11%,2
CCN1C(=O)CS/C1=N\c1nccs1,-26,-1%,8%,3,25%,-1%,-0.8,12%,-3
Cc1c([N+](=O)[O-])c(C(=O)Nc2ccc3c(c2)OCCO3)nn1C,-24,-5%,5%,1,6%,-9%,-1.5,-2%,-14
O=C1NC[C@@H](CCCCN2C[C@H](Cc3ccccc3)N(CCC3CCCCC3)C(=O)C2=O)N(CCc2ccccc2)C1=O,0,-2%,0%,-14,-8%,-4%,-0.8,-7%,-2
Cc1cccc(Cn2c(Sc3nc(C)cs3)nc3c2c(=O)[nH]c(=O)n3C)c1,15,7%,5%,-2,3%,-3%,-1.7,11%,5
CSc1nc(-c2ccccc2)nc(C(C)C)n1,18,-2%,3%,9,36%[activator],2%,-0.6,3%,-4
Cc1cccc(Nc2nnc(SCC(=O)NC(=O)Nc3ccc4c(c3)OCCO4)s2)c1,-4,-13%,-10%,-5,1%,1%,-0.2,25%,1
CCOc1cc(/C=N/NC(=O)c2ccccn2)ccc1OC(=O)c1cccs1,4,-2%,3%,-2,-6%,6%,-0.2,1%,3
NC(=O)Cn1ccc(O)c(Cc2ccc(Cl)cc2Cl)c1=O,-24,0%,-17%,-9,1%,-14%,2.7,17%,-6
COc1ccc(Cc2nnc(NC(=O)CSc3ccccc3)s2)cc1,10,0%,-13%,7,-8%,-28%,-1.3,-16%,nt
Cc1ccc(C)c(NC(=O)COc2coc(CN3CCc4ccccc43)cc2=O)c1,21,-3%,-11%,3,?,-6%,-0.8,11%,?
COc1ccc2c(Cl)c(-c3nnc(SCC(=O)c4ccccc4)n3C)sc2c1,20,-2%,-6%,1,11µM*,-16%,-1.7,-25%,-3
C[C@H](NC(=O)N1CCn2c1nc1ccccc12)C(=O)NCc1ccc(F)cc1,6,2%,-1%,1,?,1%,-2.8,-11%,-3
CCN(CC)S(=O)(=O)c1cccc(NC(=O)CNC2CCCCCC2)c1,-5,-7%,-7%,-12,7.9µM*,-2%,0.3,-4%,0
CCC1(CC)NC(=O)N(CC(=O)OCC(=O)Nc2ccc(F)c(F)c2F)C1=O,6,-4%,2%,-2,12%[0.307 µM],-3%,0.8,9%[0.307 µM],1
Cc1ccc(NC(=O)c2cc(-c3cc(Cl)ccc3O)n[nH]2)cc1C,46,-5%,6%,3,21%,5%,-0.1,-21%,-1
CC(C(=O)NCc1cccc(Cl)c1)N1C(=O)c2ccccc2C1=O (stereo not drawn),-11,13%,0%,-13,-10%,-10%,0.0,-5%,2
O=C(CSc1nnc2sc3ccccc3n12)c1ccco1,-22,6%,-26%,4,2%,?,2.5,2%,nt
COC(c1ccccc1)c1nnc(CCC(=O)NC2CCCCC2)o1 (stereo not drawn),3,21%,-1%,11,50%[activator],-5%,-0.7,7%,1
Cc1ccc(NC(=O)NC(=O)COc2ccccc2C(N)=O)c(C)c1,9,-1%,8%,-1,18%,2%,0.0,1%,6
N=c1c2c3c(sc2ncn1Cc1ccco1)CCCCC3,5,4%,7%,-7,-11%,2%,-1.0,7%,8
Cc1ccc(CN2CCNC(=O)C2CC(=O)NC2CCCCCC2)cc1 (stereo not drawn),6,-5%,-9%,-1,-17%,-14%,-2.3,0%,-11
O=C(NN1CCOCC1)c1ccccc1F,-7,-4%,11%,1,21%,-12%,-0.9,8%,-4
CCOc1cc(/C=C2\C(=N)N3N=C(C)SC3=NC2=O)ccc1OCCOc1ccccc1,4,4%,9%,-1,8%,-11%,-1.4,0%,-6
COc1ccc(S(=O)(=O)N2CC(C(=O)O)Oc3ccc(Cl)cc32)cc1 (stereo not drawn),18,-3%,-3%,0,16%,0%,-3.5,-10%,5

# Structural class, those above containing two or more sulfur atoms
SMILES,DRD3 antagonist,GLP1R ag,WRN helicase inh,DRD3 agonist,GLP1R inv ag,PLK1 PBD inh,IL-2 act,GLP1R cytotox,PI5P4K alpha inh
Cc1cc(SCC(=O)c2ccccc2)nc(SCC(=O)c2ccccc2)n1,3,8%,0%,-3,?,-14%,-1.5,5%,nt
CCN1C(=O)CS/C1=N\c1nccs1,-26,-1%,8%,3,25%,-1%,-0.8,12%,-3
Cc1cccc(Cn2c(Sc3nc(C)cs3)nc3c2c(=O)[nH]c(=O)n3C)c1,15,7%,5%,-2,3%,-3%,-1.7,11%,5
Cc1cccc(Nc2nnc(SCC(=O)NC(=O)Nc3ccc4c(c3)OCCO4)s2)c1,-4,-13%,-10%,-5,1%,1%,-0.2,25%,1
COc1ccc(Cc2nnc(NC(=O)CSc3ccccc3)s2)cc1,10,0%,-13%,7,-8%,-28%,-1.3,-16%,nt
COc1ccc2c(Cl)c(-c3nnc(SCC(=O)c4ccccc4)n3C)sc2c1,20,-2%,-6%,1,11µM*,-16%,-1.7,-25%,-3
O=C(CSc1nnc2sc3ccccc3n12)c1ccco1,-22,6%,-26%,4,2%,?,2.5,2%,nt

# Screening data from PubChem BioAssay.
